CSN inh – inhibitors of human CSN-mediated cullin deneddylation; Q92905; Purified CSN, SCF-Nedd8-OG deneddylation, fluorescence polarization; inhibition, % at 12.5 µM; 0.38% of 360,000 active; AID 651999;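 active = pattern-corrected inhibition above about 35%, with an unprinted fluorescence ratio check between 0.5 and 1.5, limit read from the data, passing the limit was not always enough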;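 also: 0% = enzyme with substrate and 100% = substrate without enzyme; some results filed as inactive read as strong as hits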
Target sequence (Q92905 whole entry, looked up, one chain of several): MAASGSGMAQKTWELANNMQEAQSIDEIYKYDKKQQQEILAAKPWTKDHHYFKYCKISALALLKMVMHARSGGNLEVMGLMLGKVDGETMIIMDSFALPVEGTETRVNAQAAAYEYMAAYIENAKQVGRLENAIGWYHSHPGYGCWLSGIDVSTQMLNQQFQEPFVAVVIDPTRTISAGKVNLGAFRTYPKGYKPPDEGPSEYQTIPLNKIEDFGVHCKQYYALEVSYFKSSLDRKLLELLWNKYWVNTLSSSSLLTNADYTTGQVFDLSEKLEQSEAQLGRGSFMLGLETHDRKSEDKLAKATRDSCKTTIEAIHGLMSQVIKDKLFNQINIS
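Assay system: purified human Csn5 enzyme expressed in HEK293T cells; Input: 0.24 nM Csn5 enzyme, final concentration; Reagent: 10 nM SCFSkp2-Nedd8OG; Compound dosing: 12.5 µM single point; Times: reaction 90 min, room temperature; Technique: fluorescence polarization readout.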
NadD inh – NadD (S. aureus) enzyme inhibition; purified NadD enzyme, colorimetric absorbance read-out; inhibition, % at 20 µM; 0.78% of 360,000 active; AID 602399; in the data active = inhibition above about 26%; also: some compounds past the cut are filed as inactive
DNMT1 inh – DNMT1 (human) enzyme inhibition | AID 588458 | DNMT1 molecular beacon, Hinp1I cleavage, fluorescence | inhibition (reported as % activation of signal), % at 10 µM | 0.83% of 360,000 active; in the data active = inhibition above about 50%
TbMetRS inhib – blocks T. brucei methionyl-tRNA synthetase activity; purified T. brucei MetRS, ATP depletion, Kinase-Glo luminescence; inhibition, % at 11.9 µM; 0.4% of 360,000 active; AID 624268;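 active = inhibition above a per-plate cutoff of the control wells' mean inhibition plus 3 SD, cut at about 5.5% in these data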;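 also: 0% = DMSO wells median and 100% = median of wells with control inhibitor compound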
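assay system = parasite MetRS enzyme | timing = 15 min preincubation, 2 h reaction, all 25 °C | evaluation = percent inhibition relative to median high and low control wells | medium = HEPES buffer containing pyrophosphatase, BSA, spermine, DTT | compound = single dose, 11.9 µM final nominal, 0.9% final DMSO | detection = Kinase-Glo luminescence, ATP depletion format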
LMPTP inh – LMPTP (human) inhibition; 0.22% of 360,000 active; inhibition, % at 20 µM; AID 651560; P24666; recombinant LMPTP-A, OMFP fluorogenic substrate, fluorescence intensity;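 active = compounds that cut the enzyme signal by at least half of the control window in the single-dose screen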;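 also: plate controls were DMSO wells with enzyme plus substrate for no effect and substrate without enzyme for full effect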
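Test system – LMPTP-A phosphatase enzyme · Quantity – 0.625 nM LMPTP-A final · Reagent – OMFP substrate, 400 µM final · Dosing – one test concentration per compound, 20 µM, with 3% DMSO overall · Timing – 50 min enzyme reaction at room temperature, protected from light · Detection – fluorescence intensity · Controls – substrate-only low control, DMSO enzyme-plus-substrate high control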
MLLE-PAM2 inh – blocks PAM2 peptide binding to the PABP1 MLLE domain; P11940; GST-MLLE / FITC-PAM2 fluorescence polarization; inhibition, % at 20 µM; 0.36% of 360,000 active; AID 588489; in the data active = inhibition above about 35%, passing the limit was not always enough;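 also: plate controls were DMSO wells with GST-MLLE for no effect and wells lacking GST-MLLE protein for full effect; some results filed as inactive read as strong as hits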
Target sequence (P11940 whole entry, looked up, the tested form may be a part): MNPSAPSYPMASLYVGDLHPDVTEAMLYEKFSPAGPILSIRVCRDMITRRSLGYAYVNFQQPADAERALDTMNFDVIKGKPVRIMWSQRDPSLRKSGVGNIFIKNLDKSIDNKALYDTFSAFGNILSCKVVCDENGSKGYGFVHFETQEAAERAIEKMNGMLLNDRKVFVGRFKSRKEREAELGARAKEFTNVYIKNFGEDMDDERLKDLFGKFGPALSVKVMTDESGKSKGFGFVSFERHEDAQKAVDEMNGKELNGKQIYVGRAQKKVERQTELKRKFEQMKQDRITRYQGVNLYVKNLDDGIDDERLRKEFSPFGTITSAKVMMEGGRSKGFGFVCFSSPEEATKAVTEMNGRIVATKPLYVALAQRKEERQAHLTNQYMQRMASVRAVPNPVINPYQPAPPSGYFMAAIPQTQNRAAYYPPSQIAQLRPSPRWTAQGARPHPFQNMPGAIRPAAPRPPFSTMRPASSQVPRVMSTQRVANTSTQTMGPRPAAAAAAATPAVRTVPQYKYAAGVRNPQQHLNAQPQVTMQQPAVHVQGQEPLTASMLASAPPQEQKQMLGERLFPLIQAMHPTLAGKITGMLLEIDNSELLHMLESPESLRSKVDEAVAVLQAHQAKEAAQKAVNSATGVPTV
Scp-1 inhibitor – Scp-1 (human) phosphatase inhibition. Q9GZU7. Recombinant Scp1, phosphopeptide, malachite green phosphate absorbance. inhibition, % at 20 µM. 0.88% of 340,000 active. AID 493091;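 active = inhibition above about 50% at 20 µM, limit read from the data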;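 also: plate controls were DMSO wells with enzyme for no effect and wells lacking enzyme for full effect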
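System: SCP-1 catalytic domain; Reagent: Phospho 17-mer peptide substrate; Doses: one concentration, 20 µM, with 1.0% DMSO; Incubation: 45 min room-temperature reaction, 5 min colour, 30 min stabiliser; Signal: Phosphate-binding colour reagent, absorbance read at 630 nm.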
Rpn11 inh – blocks the human proteasome subunit Rpn11; human 26S proteasome, Ub4-pepOG fluorescence polarization; 20S core pre-blocked with epoxomicin; calls only at 20 µM; 0.59% of 360,000 active; AID 588493;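 active = inhibition at 20 µM, scaled to each plate's controls, above about 33%, limit read from the data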
SUMO1-SIM PPI – modulators of human SUMO1-mediated protein-protein interactions. P63165. SUMO1 binding to a labelled peptide, TR-FRET, 1 h. inhibition, % at 20 µM. 0.33% of 360,000 active; in the data active = inhibition above about 37%
STEP inh – STEP (human) phosphatase inhibition. P54829. recombinant STEP, OMFP fluorogenic substrate, fluorescence. inhibition, % at 20 µM. 0.25% of 360,000 active. AID 588621;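 active = inhibition at 20 µM, scaled per plate between control wells, above about 37%, limit read from the data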;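 also: 0% = DMSO with enzyme and substrate and 100% = substrate only without enzyme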
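System: STEP phosphatase, cell-free reaction; Buffer or medium: Bis-Tris pH 6.0 buffer with DTT, detergent; Incubation: 20 min at room temperature, dark; Measured by: fluorescence, 480/540 nm.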
* = called active by the depositor; i = inactive; x = no result given.

Structure	CSN inh	NadD inh	DNMT1 inh	TbMetRS inhib	LMPTP inh	MLLE-PAM2 inh	Scp-1 inhibitor	Rpn11 inh	SUMO1-SIM PPI	STEP inh
CCCc1cc(C(=O)Nc2ccc(C(=O)c3ccccc3)cc2)n(C)n1	-1	0	-1	-0.2	2.9	12	-8	i	-1	-2
Nc1nc(SCC(=O)NC2CCCCC2)n[nH]1	-6	5	2	-0.3	-0.6	2	-4	i	2	0
Cc1ccc(/C=C2/SC(=S)N(CCCC(=O)Nc3cc([N+](=O)[O-])ccc3O)C2=O)cc1	6	51*	12	-0.3	-0.5	-26	-2	i	-6	0
CCOC1=C2[C@@H](CN(S(=O)(=O)c3ccc(C)cc3)[C@H]2c2cccc3ccccc23)[C@H]2C(=O)N(c3ccccc3)C(=O)[C@H]2C1	0	16	-18	-0.7	0.6	13	x	i	2	2
Cc1ccc(S(=O)(=O)NC(=NC(C)C)c2ccccc2)cc1	6	10	-2	-0.4	-0.8	-6	-3	i	1	-4
O=[N+]([O-])c1cccc(S(=O)(=O)Nc2ccc(-c3ccc(N4CCOCC4)nn3)cc2)c1	-11	7	-1	-0.4	1.4	-3	3	i	-26	0
O=C(Cc1cccc2ccccc12)Nc1ccccc1Br	-4	-6	3	-2.5	1.5	17	1	i	6	1
CCOC(=O)Cn1cnc2c(sc3nc(C)cc(C)c32)c1=O	1	-8	1	-1.1	-1.1	-6	-8	i	0	0
CCOCc1nnc(NC(=O)C2CC(=O)N(CCc3ccc(F)cc3)C2)s1 (stereo not given)	6	-2	5	-0.1	-1.5	2	-7	i	1	2
COc1ccccc1CNC(=O)CNC(=O)[C@@H]1Cc2ccccc2CN1	-5	-4	0	-0.1	-1.2	-10	-9	i	4	-4
CCc1nc(C)cn1S(=O)(=O)c1cc(OC)c(C)cc1C	-5	-3	5	-0.4	-2.6	-2	10	i	0	-1
COc1ccc(OC)c(S(=O)(=O)N2CCC(C(=O)N(C)Cc3ccccc3)CC2)c1	-2	-4	1	-0.8	-2.3	14	-2	i	-2	0
Cc1ccc(C(=O)NCC(=O)OC(C)C(=O)NCCC2=CCCCC2)cc1C (stereo not given)	-18	2	5	-1.0	-1.4	-10	1	i	-1	-4
CCCc1cc(C(=O)Nc2cccnc2Cl)no1	-4	3	12	-0.6	-0.9	12	2	i	0	-2
NC(=O)c1ccccc1NC(=O)c1ccccc1S(=O)(=O)c1ccccc1[N+](=O)[O-]	-16	-7	3	0.3	0.5	-16	-5	i	-12	-1

Already shown: an excerpt of the list.
Structure	CSN inh	NadD inh	DNMT1 inh	TbMetRS inhib	LMPTP inh	MLLE-PAM2 inh	Scp-1 inhibitor	Rpn11 inh	SUMO1-SIM PPI	STEP inh
CCCc1cc(C(=O)Nc2ccc(C(=O)c3ccccc3)cc2)n(C)n1	-1	0	-1	-0.2	2.9	12	-8	i	-1	-2
Nc1nc(SCC(=O)NC2CCCCC2)n[nH]1	-6	5	2	-0.3	-0.6	2	-4	i	2	0
Cc1ccc(/C=C2/SC(=S)N(CCCC(=O)Nc3cc([N+](=O)[O-])ccc3O)C2=O)cc1	6	51*	12	-0.3	-0.5	-26	-2	i	-6	0

More records.
Structure	CSN inh	NadD inh	DNMT1 inh	TbMetRS inhib	LMPTP inh	MLLE-PAM2 inh	Scp-1 inhibitor	Rpn11 inh	SUMO1-SIM PPI	STEP inh
CCCNC(=O)NC(=O)COC(=O)c1ccc(OC)c(S(=O)(=O)N2CCCc3ccccc32)c1	2	-6	-3	-0.2	0.0	-8	-8	i	2	0
COc1ccc(OC)c(NC(=S)Nc2ccccc2)c1	1	-3	-1	-1.0	-1.3	27	-12	i	-1	1
COc1ccccc1CNS(=O)(=O)c1ccc2c(c1)oc(=O)n2C	5	-1	4	0.6	-0.1	-4	-1	i	2	0
COc1cc(C2C(C(=O)C(C)(C)C)=C(O)C(=O)N2Cc2ccccc2)ccc1O (stereo not given)	4	0	-14	-0.6	-1.6	6	-5	i	12	-1
Cc1ccccc1NC(=O)COC(=O)c1ccc(CSc2ccc(Cl)cc2)cc1	4	15	52*	-0.1	-1.2	-18	-8	i	-1	1
COc1cccc(NC(=O)CN2CCN(S(=O)(=O)c3ccc(F)cc3)CC2)c1	-2	-1	-2	-0.7	-0.9	3	-3	i	0	-3
Cc1ccc(S(=O)(=O)N2CCOCC2)cc1C(=O)OCC(=O)c1ccc[nH]1	4	1	1	-0.1	0.7	-4	2	i	3	4
CC1CCCC(C)N1C(=O)c1ccc(S(=O)(=O)N2CCCC2)cc1 (stereo not given)	-1	-1	2	-0.4	-1.9	22	-6	i	-4	3
Oc1ccc(Br)cc1-c1cc(-c2ccccc2F)[nH]n1	-2	7	1	-0.6	2.0	-10	-4	i	3	3
CCOC(=O)c1oc2ccccc2c1COC(=O)CNC(=O)c1ccccc1OC	-2	-8	-1	-0.4	1.6	-9	-5	i	2	2
S=C(NCc1cccnc1)Nc1ccc(Cl)c(Cl)c1	-3	-3	0	0.3	-0.4	22	-2	i	1	-1
C=Cc1ccc(CSc2cc(C)nc3nc(C)nn23)cc1	4	2	-7	0.1	8.3	-49	-7	i	10	0
COc1ccc(NC(=O)CCSCCC(=O)Nc2ccc(OC)cc2OC)c(OC)c1	-9	-4	-6	0.0	2.1	7	-5	i	-3	-3
COc1ccc(CCNC(=O)c2cn3ccc(C)cc3n2)cc1OC	0	-1	1	0.2	-0.1	-4	-8	i	3	-2
CCOC(=O)c1ccc(NC(=O)C2CCCN(S(=O)(=O)c3ccc(F)cc3)C2)cc1 (stereo not given)	1	-3	-5	-0.3	0.4	2	-15	i	2	-4

Following part:
Structure	CSN inh	NadD inh	DNMT1 inh	TbMetRS inhib	LMPTP inh	MLLE-PAM2 inh	Scp-1 inhibitor	Rpn11 inh	SUMO1-SIM PPI	STEP inh
O=C(CC1SCCNC1=O)Nc1ccc(Cl)c(Cl)c1 (stereo not given)	-5	-6	3	-0.2	1.3	15	-5	i	6	0
CCC(C)(C)NC(=O)C(c1ccc(C)o1)N(Cc1cccs1)C(=O)Cn1nnc2ccccc21 (stereo not given)	0	-4	8	0.3	-2.7	-8	-7	i	-3	3
CCCn1c(N)c(N(CCOC)C(=O)c2ccc([N+](=O)[O-])cc2Cl)c(=O)[nH]c1=O	-1	3	2	0.2	-0.5	6	-5	i	0	0
Nc1nc(-c2ccccc2Cl)cs1	0	0	-3	-0.3	-0.9	32	0	i	-8	1
COC(=O)c1ccc(Nc2nc3ccc(C)cc3n3cnnc23)cc1	-1	-4	-1	-0.8	-1.8	5	-2	i	-3	6
C=CCNc1nc(N)c(C(=O)c2ccc3c(c2)OCO3)s1	-2	1	-4	-0.6	-0.5	3	-7	i	-8	1
C[C@H](CO)N1C[C@H](C)[C@H](CN(C)C(=O)Nc2cccc(F)c2)Oc2cc(C#CC3(O)CCCC3)ccc2S1(=O)=O	5	3	-4	-1.5	-0.8	-5	x	i	-3	-1
COc1ccc(C(=O)NCC(=O)N2CC=C(c3ccccc3)CC2)cc1OC	-2	-4	0	-0.5	-1.3	3	-8	i	-4	-1
CCn1c(NCc2cccc(OC)c2OC)nc2ccccc21	3	3	2	0.7	3.7	2	-12	i	3	-2
O=C(NC1CC1)C1=C[C@H](C2CCCCC2)C[C@H](OCCCCO)O1	-1	-3	-1	-0.5	-2.3	9	-2	i	5	-3
CCCCNC(=O)c1cn(CC)c2ccc(S(=O)(=O)N3CCCC3)cc2c1=O	2	-3	0	1.0	0.7	14	13	i	16	-4
CCOC(=O)N/N=C/c1cn(Cc2ccc(F)cc2)c2ccccc12	-3	-7	1	-0.7	0.0	-8	-11	i	1	0
O=C(NC1CCCCCC1)c1c2c(nc3ccccc13)CCN(Cc1ccccc1)C2	2	4	-16	-0.3	-1.2	-17	-14	i	2	0
CC(C)(C)c1cc(=O)[nH]c(SCc2ccccc2Cl)n1	-2	-2	4	0.8	2.4	3	-4	i	2	1
CCOc1c2ccc(C(=O)NCc3cc(C(F)(F)F)cc(C(F)(F)F)c3)cc2nn1CCOC	4	-2	3	-0.2	-0.4	15	-8	i	0	0

The results go on.
Structure	CSN inh	NadD inh	DNMT1 inh	TbMetRS inhib	LMPTP inh	MLLE-PAM2 inh	Scp-1 inhibitor	Rpn11 inh	SUMO1-SIM PPI	STEP inh
O=C(CCc1nc2ccccc2[nH]c1=O)OCc1ccc(S(=O)(=O)N2CCOCC2)cc1	3	1	4	-1.3	-0.1	21	1	i	-14	0
O=C(C1CCCO1)N1CCN(S(=O)(=O)c2ccc(F)cc2)CC1 (stereo not given)	0	-4	6	-0.6	-0.5	5	36	i	0	-2
CC1CN(C(=O)Nc2ccc3snnc3c2)c2ccccc21 (stereo not given)	1	0	-4	-0.4	0.1	-13	-21	i	0	-2
CCC1CCCCN1CCCNC(=O)Cn1nc(C)n2nc(-c3ccccc3)cc2c1=O (stereo not given)	2	-7	-1	0.2	-0.3	-8	-13	i	2	0
O=C(CCNC(=O)c1ccccc1)NCC1CCCCC1	-5	3	2	-0.1	-0.4	7	-5	i	0	-1
CC(=O)c1ccc(OC(=O)CCNC(=O)c2ccccc2)cc1	-9	-3	1	-0.1	-0.9	3	-2	i	0	-3
O=c1[nH]c2ccccc2cc1-c1nnn(-c2ccc(Cl)c(Cl)c2)n1	5	3	-1	-0.1	0.4	-13	-2	i	-6	-1
COc1ccc(Cl)cc1Nc1nc(C)nc2c1oc1ccccc12	6	-4	11	-0.7	3.7	3	-4	i	-48	2

Bioassay records from PubChem.
